T cruzi growth: inhibitors of T. cruzi proliferation; 77,000 tested, 5.9% active; T. cruzi beta-gal in NIH3T3, GalScreen luminescence, 90 h; inhibition, % at 8.34 µM; AID 624255;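 active = mean inhibition above about 93%, with at least 55% of replicates each passing it, limit read from the data, passing the limit was not always enough; inconclusive = only one of those two conditions holds; inactive = neither condition holds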
Pf Dd2 inh: inhibitors of Plasmodium falciparum Dd2 growth | activity change, % at 10 µM | P. falciparum Dd2 growth, SYBR Green, 72 h; hits give low values | 94,000 tested, 2.3% active; in the data active = activity change below about -80%; inconclusive = no clear call, values can overlap the other calls
KDM4C inh: KDM4C (human) demethylase inhibition; Q9H3R0; GST-KDM4C 2-372, H3K9me3 peptide, LANCE TR-FRET; inhibition, % at 12.5 µM; AID 720574; 96,000 tested, 0.15% active;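 active = mean replicate inhibition above about 25%, with at least 55% of replicates also reaching it, limit read from the data, passing the limit was not always enough; inconclusive = only one of those two conditions met; inactive = neither condition met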
Target sequence (Q9H3R0 2-372 limits assumed): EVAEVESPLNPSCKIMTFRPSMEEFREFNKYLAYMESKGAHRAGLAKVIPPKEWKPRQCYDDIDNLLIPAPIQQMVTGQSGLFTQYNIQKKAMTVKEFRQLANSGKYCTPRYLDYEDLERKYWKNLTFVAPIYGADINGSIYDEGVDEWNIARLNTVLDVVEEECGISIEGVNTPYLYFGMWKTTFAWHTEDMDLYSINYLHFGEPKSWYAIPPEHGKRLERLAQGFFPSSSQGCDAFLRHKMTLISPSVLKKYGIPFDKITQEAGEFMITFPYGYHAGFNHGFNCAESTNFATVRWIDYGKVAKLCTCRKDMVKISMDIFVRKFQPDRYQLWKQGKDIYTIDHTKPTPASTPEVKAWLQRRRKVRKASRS
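Assay system: GST-GASC-1 enzyme fragment 2-372 | Amount: 10 nM enzyme | Medium: HEPES buffer, pH 7.5, plus ascorbate | Reagent: H3K9me3 peptide substrate, Fe(II), 2-oxoglutarate | Doses: Single-point compound screen | Incubation: 30 min demethylation and 1 h detection at room temperature | Measured by: LANCE TR-FRET, excitation 340 nm, emissions 618 and 671 nm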
C diff HTS: blocks growth of Clostridium difficile | Clostridium difficile clinical isolate growth, OD600, 24 h; hits give low values | growth activity, negative = inhibition, % at 16 µg/mL (by protocol) | 86,000 tested, 0.25% active;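 active = mean growth activity at or below -80% and every replicate also at or below -80%; inconclusive = mean at or below -80% but some replicate above -80%; inactive = mean growth activity above -80%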;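 also: 0% = DMSO wells and -100% = levofloxacin 16 µg/mL wells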
* marks the source's active call; other numbers are inactive results; ? = inconclusive; . = not tested or not shown; & = joins results of further samples.

SMILES,T cruzi growth,Pf Dd2 inh,KDM4C inh,C diff HTS
CN(C)C(=O)C[C@H]1C[C@@H]2c3cc(NC(=O)Nc4ccccc4F)ccc3O[C@@H]2[C@H](CO)O1,29,14,-0.6,0
CCCNC(=O)N1CC2(CCN(C(=O)C3CC3)CC2)c2c([nH]c3cc(OC)ccc23)[C@@H]1CO,.,-7,-0.2,3
C[C@H]1CN([C@@H](C)CO)C(=O)c2cccc(NC(=O)NC3CCCCC3)c2O[C@H]1CN(C)S(=O)(=O)c1ccc(F)cc1,-103,9,-0.3,-4
C[C@H](CO)N1C[C@H](C)[C@H](CN(C)Cc2ccccc2)Oc2ccc(NC(=O)Nc3ccc(C(F)(F)F)cc3)cc2CC1=O,36,-21,-1.9,8
C[C@H]1CN([C@@H](C)CO)C(=O)c2cccc(NS(=O)(=O)c3cn(C)cn3)c2O[C@H]1CN(C)S(=O)(=O)c1ccccc1,1,-27,0.0,1
Cc1ccc(S(=O)(=O)N(C)C[C@H]2Oc3ccc(NS(=O)(=O)c4ccc(F)cc4)cc3CC(=O)N([C@H](C)CO)C[C@H]2C)cc1,63,-24,-0.3,13
O=C(Nc1cc(F)ccc1F)N1CCCCN2[C@@H](CO)[C@H](c3ccc(-c4cccnc4)cc3)[C@@H]2C1,?,-12,1.1,0
O=C(C[C@@H]1CC[C@H]2[C@@H](COC[C@@H](O)CN2Cc2nccs2)O1)NCc1ccc(F)cc1,3,0,0.6,0&-4
CNC[C@H]1Oc2c(NC(=O)c3ccncc3)cccc2C(=O)N([C@@H](C)CO)C[C@H]1C,-19,5,0.9,2
C[C@@H]1CN([C@@H](C)CO)C(=O)c2cc(NC(=O)Cc3ccccc3)ccc2O[C@@H]1CN(C)Cc1ccc(Oc2ccccc2)cc1,?,6,0.2,.
CC=Cc1ccc2n(c1=O)C[C@H]1[C@H](CO)[C@@H](C(=O)NCC3CC3)N(CCC(F)(F)F)[C@@H]21 (mixture of isomers),45,-1,2.4,3
Cc1noc(C)c1S(=O)(=O)Nc1ccc2c(c1)C(=O)N([C@@H](C)CO)C[C@@H](C)[C@@H](CN(C)S(=O)(=O)c1cccs1)O2,-20,31,2.9,-5
C[C@@H](O)C#Cc1cnc2c(c1)C(=O)N([C@@H](C)CO)C[C@H](C)[C@@H](CN(C)CC1CCCCC1)O2,-13,20,2.3,0
O=C(N[C@@H]1CC[C@H](CCNC(=O)c2ccccc2F)O[C@@H]1CO)c1ccc2c(c1)OCO2,.,-1,4.6,-3
CCNC(=O)[C@@H]1N[C@@H]2c3ccc(-c4cccc(C(=O)N(C)C)c4)c(=O)n3C[C@@H]2[C@H]1CO,54,6,2.8,0
C[C@@H](O)C#Cc1cnc2c(c1)C(=O)N([C@@H](C)CO)C[C@H](C)[C@@H](CN(C)CC1CCCC1)O2,-71,12,7.8,-2
C[C@H]1CCCCO[C@H](CN(C)Cc2ccc(Cl)c(Cl)c2)[C@@H](C)CN([C@@H](C)CO)C(=O)c2cc(NC(=O)Nc3cccc4ccccc34)ccc2O1,?,-25,-1.1,-11
COC(=O)C[C@@H]1CC[C@@H]2[C@H](COc3ccc(NC(=O)Nc4cccc(C#N)c4)cc3C(=O)N2C)O1,13,-11,-0.1,-5
C[C@H](CO)N1C[C@H](C)[C@H](CN(C)C(=O)Nc2ccc(C(F)(F)F)cc2)Oc2cc(-c3ccncc3)ccc2S1(=O)=O,74,-36,-1.8,11
COc1ccc(S(=O)(=O)Nc2ccc3c(c2)C(=O)N([C@@H](C)CO)C[C@H](C)[C@H](CN(C)C(=O)CCC(F)(F)F)OCCCC[C@H](C)O3)cc1,8,-42,-0.8,-4
Cc1ccccc1S(=O)(=O)N[C@@H]1CC[C@H](CCn2cc(Cc3ccccc3)nn2)O[C@@H]1CO,17,-18,0.2,-6
CO[C@H]1CC[C@@H]2CCN(C)C(=O)C[C@@H](c3ccccc3)CN(C)C(=O)c3cccc(C#N)c3OC[C@@H]1O2,8,.,0.4,-3
C[C@H](CO)N1C[C@H](C)[C@H](CN(C)Cc2ccccc2)Oc2ccc(NC(=O)CCC(F)(F)F)cc2C1=O,-5,28,-0.2,0
C[C@H](O)C#Cc1cnc2c(c1)C(=O)N([C@@H](C)CO)C[C@H](C)[C@H](CN(C)CC1CCOCC1)O2,.,-44,-2.0,-4
CCC(=O)Nc1ccc2c(c1)C(=O)N(C)C[C@@H](OC)[C@H](C)CN(Cc1ccncc1)[C@@H](C)CO2,6,19,1.6,.

Entries of single compounds from above.
Profile of C[C@H]1CN([C@@H](C)CO)C(=O)c2cccc(NC(=O)NC3CCCCC3)c2O[C@H]1CN(C)S(=O)(=O)c1ccc(F)cc1 → T cruzi growth: -103; Pf Dd2 inh: 9; KDM4C inh: -0.3; C diff HTS: -4
Profile of Cc1ccccc1S(=O)(=O)N[C@@H]1CC[C@H](CCn2cc(Cc3ccccc3)nn2)O[C@@H]1CO → T cruzi growth: 17; Pf Dd2 inh: -18; KDM4C inh: 0.2; C diff HTS: -6

Other results follow.
SMILES,T cruzi growth,Pf Dd2 inh,KDM4C inh,C diff HTS
COC(=O)C[C@H]1C=C[C@H](NS(=O)(=O)c2ccccc2F)[C@H](CO)O1,-83,20,1.6,.
COc1ccccc1NC(=O)Nc1ccc2c(c1)C(=O)N(C)C[C@H](OC)[C@@H](C)CN(C)[C@@H](C)CO2,-3,2,2.8,.
Cc1cc(C(=O)Nc2cccc3c2O[C@H](CN(C)S(=O)(=O)c2cccs2)[C@H](C)CN([C@@H](C)CO)C3=O)n(C)n1,-132,-14,11,.
C[C@@H]1CN([C@@H](C)CO)C(=O)CCCn2cc(nn2)CO[C@H]1CN(C)C,-119,6,0.4,-5
CC(C)c1cn(CC[C@H]2CC[C@H](NS(=O)(=O)Cc3ccccc3)[C@@H](CO)O2)nn1,-8,7,-1.1,.
CN1CCN(C(=O)C[C@@H]2CC[C@H]3[C@@H](COC[C@H](O)CN3C(=O)C3CCOCC3)O2)CC1,42,21,1.2,-4&-6
CC(C)NC(=O)N(C)C[C@H]1OCCCC[C@@H](C)Oc2ccc(NS(C)(=O)=O)cc2C(=O)N([C@H](C)CO)C[C@@H]1C,-36,48,-0.1,.
O=S(=O)(c1ccc(F)cc1)N1C[C@H]2[C@@H](c3ccccc31)[C@H](CO)N2Cc1ccccc1Cl,108*,-69,-5.3,-8
COc1cccc(-c2cnc3c(c2)C(=O)N([C@@H](C)CO)C[C@@H](C)[C@H](CN(C)C(=O)Nc2ccccc2F)O3)c1,.,-17,6.2,-12
C[C@@H]1CN([C@H](C)CO)C(=O)c2cccc(NC(=O)Nc3ccc4c(c3)OCO4)c2O[C@H]1CN(C)S(=O)(=O)c1cn(C)cn1,-138,-11,0.4,0
CS(=O)(=O)N1[C@H](C#N)[C@H](c2ccc(C#CC3CC3)cc2)[C@H]1CO,93,-36,1.0,-4
CN(C)CC(=O)Nc1ccc2c(c1)[C@@H]1C[C@@H](CC(=O)N3CCCCC3)O[C@H](CO)[C@@H]1O2,-42,16,0.3,0
COc1ccc(NC(=O)Nc2ccc3c(c2)C(=O)N([C@H](C)CO)C[C@@H](C)[C@@H](CN(C)Cc2ccc(C(F)(F)F)cc2)OCCCC[C@@H](C)O3)cc1,66,?,-0.2,-6
C[C@H]1CN([C@@H](C)CO)C(=O)c2cccc(NC(=O)Nc3ccc4c(c3)OCO4)c2O[C@H]1CN(C)S(C)(=O)=O,17,20,1.0,7
CCc1cnc(N2[C@H](C#N)[C@@H](c3ccc(C#Cc4ccccc4F)cc3)[C@@H]2CO)s1,100*,-53,-0.8,6
C[C@H]1CN([C@@H](C)CO)C(=O)c2cc(NC(=O)c3ccncc3)ccc2O[C@@H]1CN(C)C(=O)Nc1ccc(F)cc1,10,18,-0.2,5
CC(C)C#Cc1cnc2c(c1)C(=O)N([C@@H](C)CO)C[C@H](C)[C@@H](CN(C)S(=O)(=O)c1cn(C)cn1)O2,-17,21,13,-3
Cc1cc(C)cc(NC(=O)Nc2ccc3c(c2)C(=O)N(C)[C@@H]2CC[C@@H](CC(=O)O)O[C@H]2CO3)c1,1,11,-0.1,1
C[C@H]1CN([C@@H](C)CO)C(=O)Cc2cc(NS(=O)(=O)c3ccc(Cl)cc3)ccc2O[C@@H]1CN(C)C(=O)Nc1ccc2c(c1)OCO2,18,27,1.7,.
C[C@@H]1CCCCO[C@@H](CN(C)C(=O)NC2CCCCC2)[C@H](C)CN([C@@H](C)CO)C(=O)c2cc(NC(=O)Nc3ccc(F)cc3)ccc2O1,54,8,-0.2,-2
CCC(=O)Nc1ccc2c(c1)C(=O)N(C)[C@H]1CC[C@@H](CC(=O)NCCc3ccccc3)O[C@H]1CO2,4,-17,-1.2,10
O=C(N[C@@H]1CC[C@H](CCNS(=O)(=O)c2ccc(F)cc2)O[C@@H]1CO)c1cnccn1,-29,12,3.3,-3
C[C@@H]1CN([C@@H](C)CO)C(=O)c2cc(NS(C)(=O)=O)ccc2O[C@@H](C)CCCCO[C@H]1CN(C)C(=O)CCCN(C)C,43,17,0.5,-2
C/C=C/c1ccc([C@H]2[C@@H](CO)N(C(C)=O)[C@@H]2CNC(=O)c2ccccc2)cc1,104*,5,-0.8,0

Of the compounds above, these contain a Cl atom:
SMILES,T cruzi growth,Pf Dd2 inh,KDM4C inh,C diff HTS
C[C@H]1CCCCO[C@H](CN(C)Cc2ccc(Cl)c(Cl)c2)[C@@H](C)CN([C@@H](C)CO)C(=O)c2cc(NC(=O)Nc3cccc4ccccc34)ccc2O1,?,-25,-1.1,-11
O=S(=O)(c1ccc(F)cc1)N1C[C@H]2[C@@H](c3ccccc31)[C@H](CO)N2Cc1ccccc1Cl,108*,-69,-5.3,-8
C[C@H]1CN([C@@H](C)CO)C(=O)Cc2cc(NS(=O)(=O)c3ccc(Cl)cc3)ccc2O[C@@H]1CN(C)C(=O)Nc1ccc2c(c1)OCO2,18,27,1.7,.

Assay outcomes: PubChem BioAssay, Broad Institute
